Screening data: PubChem, several laboratories
HTR5A inv ag – inverse agonist of human HTR5A in OPRM1-OPRD1 counter-screen | HTR5A cell line, luminescence, inverse agonism | inhibition, % at 9.3 µM | hit rate 0.083% among 340,000 | P47898; in the data active = inhibition mostly above about 23%, no sharp cut-off; inactive = mostly below about 18%;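 also: 0% = cells with DMSO and 100% = no-cell wells with DMSO; some compounds called inactive have numbers as strong as hits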
Target sequence (P47898 whole entry, looked up): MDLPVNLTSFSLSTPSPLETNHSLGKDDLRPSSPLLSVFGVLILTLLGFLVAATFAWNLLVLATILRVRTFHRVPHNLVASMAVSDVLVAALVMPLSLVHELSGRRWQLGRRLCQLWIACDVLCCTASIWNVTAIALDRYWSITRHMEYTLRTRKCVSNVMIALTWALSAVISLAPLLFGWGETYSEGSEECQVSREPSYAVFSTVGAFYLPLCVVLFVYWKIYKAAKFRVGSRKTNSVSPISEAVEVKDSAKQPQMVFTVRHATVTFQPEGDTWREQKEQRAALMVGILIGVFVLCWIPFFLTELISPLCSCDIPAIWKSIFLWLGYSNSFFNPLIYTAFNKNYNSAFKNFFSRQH
LANA DNA inh – inhibitors of KSHV LANA C-terminal domain DNA binding; hit rate 0.078% among 340,000; MBP-C-LANA/FAM-LBS DNA binding, fluorescence polarization; inhibition, % at 9 µM; AID 504423;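 active = highest replicate inhibition at or above 60% at 9 µM, even if other replicates fall short; inactive = all replicates below 60% inhibition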;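 also: 0% = neutral control wells and 100% = 4 µM acridine orange control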
V-ATPase pH – alters yeast V-ATPase proton transport; S. cerevisiae, pHLuorin cytosolic pH fluorescence; response, % at 10 µM; hit rate 0.37% among 350,000; AID 504577; in the data active = response mostly above about 7.3%, no sharp cut-off; inactive = mostly below about 5.4%; also: actives read high; inactives centre near 0; some compounds called inactive have numbers as strong as hits; reference of the scale not given here
cardiac RTF act – increases calcium sensitivity of human cardiac regulated thin filaments; IANBD-labeled TnC RTF fluorescence at EC20 calcium; 0% EC20 calcium, 100% full calcium; P19429+P45379; hit rate 0.24% among 340,000; activation, % at 7.2 µM;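 active = activation above the mean over all tested compounds plus 3 SD, cut at about 30% in these data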;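 also: rise in fluorescence read as greater calcium sensitivity of cardiac thin filaments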
Cardiac RTF inh – cardiac RTF calcium desensitization | hit rate 0.12% among 340,000 | IANBD-labeled cardiac RTF, Ca2+ fluorescence | inhibition, % at 7.15 µM;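 active = inhibition above the mean inhibition of all tested compounds plus 3 SD, cut at about 17% in these data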;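 also: assay run at fixed EC70 calcium of 1.6 mM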
CAL PDZ FP – CAL PDZ (human) peptide binding inhibition; Q9HD26; purified CAL PDZ, TMR-peptide fluorescence polarization, 1 h; inhibition, % at 24.9 µM; hit rate 0.92% among 300,000;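 active = mean inhibition of at least 30% with at least half of replicates also reaching 30%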;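 also: 0% = DMSO neutral control and 100% = excess unlabeled competitor peptide PRC23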
OPRM1-OPRD1 ag – OPRM1-OPRD1 heterodimerization agonism | P35372+P41143 | cells, luminescence | activation, % at 9.3 µM | hit rate 0.3% among 340,000 | AID 504326; in the data active = activation above about 18%;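 also: 0% = vehicle-treated cells and 100% = reference agonist; values of inactives mirror those of a sister screen read the other way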
HTR5A ag ctr – counter-screen for OPRM1-OPRD1 agonists: human HTR5A agonism. HTR5A agonist assay, luminescence, cell-based. activation, % at 9.3 µM. hit rate 0.61% among 340,000. AID 504692; in the data active = activation mostly above about 9.5%, no sharp cut-off; inactive = mostly below about 7.6%;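 also: 0% = cells with vehicle only and 100% = reference agonist; strong numbers were not always called active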
Keap1-Nrf2 PPI – Keap1-Nrf2 (human) interaction inhibition | inhibition, % at 9.4 µM | hit rate 0.15% among 340,000 | Keap1 Kelch-Nrf2 peptide fluorescence polarization, 1536-well | Q14145; in the data active = inhibition above about 12%;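 also: human Keap1 Kelch domain with fluorescein labeled Nrf2 9mer peptide probe; 0% = neutral control wells and 100% = peptide positive control; higher means more block of Keap1 binding to Nrf2 peptide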
Target sequence (Q14145 whole entry, looked up, the tested form may be a part): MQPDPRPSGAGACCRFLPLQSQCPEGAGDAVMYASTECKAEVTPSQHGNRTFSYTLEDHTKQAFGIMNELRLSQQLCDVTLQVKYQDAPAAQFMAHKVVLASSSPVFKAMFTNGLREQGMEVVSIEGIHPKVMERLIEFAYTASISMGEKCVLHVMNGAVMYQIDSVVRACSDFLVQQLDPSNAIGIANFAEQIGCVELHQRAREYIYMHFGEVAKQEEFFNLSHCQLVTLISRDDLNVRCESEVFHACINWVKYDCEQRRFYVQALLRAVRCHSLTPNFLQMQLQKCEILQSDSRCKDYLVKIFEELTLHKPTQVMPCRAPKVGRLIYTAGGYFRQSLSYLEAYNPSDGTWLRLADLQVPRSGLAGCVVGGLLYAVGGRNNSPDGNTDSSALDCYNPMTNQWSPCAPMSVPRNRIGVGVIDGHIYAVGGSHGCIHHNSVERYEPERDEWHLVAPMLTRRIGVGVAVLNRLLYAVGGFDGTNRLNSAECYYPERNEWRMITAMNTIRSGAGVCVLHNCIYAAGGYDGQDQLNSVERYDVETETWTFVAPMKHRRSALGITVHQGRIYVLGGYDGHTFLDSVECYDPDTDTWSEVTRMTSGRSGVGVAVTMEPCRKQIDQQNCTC
OPRM1-OPRD1 inv – mu-delta opioid heterodimer inverse agonism. hit rate 0.21% among 340,000. AID 504357. cell-based MOR-DOR heterodimer luminescence. inhibition, % at 9.3 µM. P35372+P41143; in the data active = inhibition above about 22%, passing the limit was not always enough;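 also: 0% = cells with DMSO and 100% = wells without cells with DMSO; values of inactives mirror those of a sister screen read the other way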
Active calls of the source: *; / = no result given.

Fields – HTR5A inv ag, HTR5A ag ctr, OPRM1-OPRD1 ag, Cardiac RTF inh, V-ATPase pH, cardiac RTF act, LANA DNA inh, OPRM1-OPRD1 inv, Keap1-Nrf2 PPI, CAL PDZ FP
> CCC(C(=O)O/N=C(\N)c1ccc(Cl)cc1)c1ccccc1 (stereo not drawn)
    -3.0, 2.1, 2.6, -2.2, -7.3, -2.6, 1.2, -15.2, 0.9, 0.8
> CC(NC(=O)COC(=O)CCc1nc(=O)c2ccccc2n1C)c1ccccc1 (stereo not drawn)
    -2.4, 0.9, -2.8, -3.4, 3.4, -4.5, 0.1, 14.2, 0.6, -6.6
> O=C1[C@H](Cc2ccccc2)NCCCC[C@H](c2ccc(Cl)cc2)N1Cc1ccccc1
    17.3, -6.8, 4.9, -14.4, 5.6, -4.7, 0.3, -26.8, 0.3, 6.5
> COc1ccc(-c2csc(NC(=O)CCCc3nc4ccccc4c(=O)[nH]3)n2)cc1OC
    -1.5, 1.1, -0.7, -2.1, -1.4, -11.4, -0.6, 4.5, 3.3, -1.9
> COc1cc(/C=N/NC(=O)c2cc(-c3ccc4c(c3)OCO4)n[nH]2)ccc1O
    -23.2, 0.5, 1.4, -3.2, -0.4, -3.8, -2.2, -9.1, 2.7, -0.1
> COc1nc(-c2ccccc2)ccc1-c1noc(COc2ccccc2)n1
    -1.0, -1.8, -1.6, 0.8, -1.7, -2.1, -1.2, 9.8, -6.8, -2.3
> O=C(Nc1ccc(F)cc1)c1ccccc1Oc1ccc(C(F)(F)F)cc1[N+](=O)[O-]
    -23.5, 6.9, 15.6, -4.0, -0.3, -6.6, -0.2, -88.8, -1.1, -1.1
> CC1/C(=N/O)CC(c2ccccc2)N(C)C1c1ccccc1 (stereo not drawn)
    29.8, 2.7, 7.3, 0.4, 2.7, 1.4, -0.4, -42.0, -2.8, -1.6
> COc1ccc(NC(=O)CCC(=O)N2CCOCC2)c([N+](=O)[O-])c1
    2.5, -1.0, 1.1, -3.5, -0.8, 3.0, 2.0, -4.3, 1.6, -0.6
> CCOc1cc(NC(=S)Nc2ccccc2)c(OCC)cc1NC(=O)c1ccc(OC)cc1
    10.1, -3.9, 1.3, 2.5, -2.2, -5.6, 1.6, -6.6, 0.2, 4.7
> Cc1noc(C)c1CSc1nnc2sc3ccccc3n12
    -1.5, 0.4, 2.3, -3.2, -5.3, 7.6, 4.4, -12.2, -2.8, 1.9
> O=C(Nc1ccc(C(=O)N2CCCC2)cc1)C1CCCC1
    -11.6, 3.4, -2.3, -4.0, -4.6, -0.9, -0.1, 10.7, 3.1, -5.5
> Cc1cc(C)c2oc(C(=O)NCCc3ccc(S(N)(=O)=O)cc3)cc(=O)c2c1
    18.7, 0.1, -2.0, -1.7, -2.5, 1.0, -0.1, 10.7, -3.3, -1.7
> Cc1ccc2cc3cc(C(=O)N4CCCCC4C)oc3nc2c1 (stereo not drawn)
    -31.1, 0.7, -1.8, -5.9, -0.8, -9.9, -0.7, 10.7, -4.0, -2.1
> CCOc1cc2c(cc1OCC)C(c1ccccc1)N(c1ccccc1)C(=O)C2 (stereo not drawn)
    -8.6, 3.5, -0.6, -31.4, 1.1, 4.6, 1.5, 3.8, -2.3, 6.3

As entered above:
O=C(Nc1ccc(C(=O)N2CCCC2)cc1)C1CCCC1 | Cardiac RTF inh: -4.0
Cc1cc(C)c2oc(C(=O)NCCc3ccc(S(N)(=O)=O)cc3)cc(=O)c2c1 | OPRM1-OPRD1 ag: -2.0
O=C1[C@H](Cc2ccccc2)NCCCC[C@H](c2ccc(Cl)cc2)N1Cc1ccccc1 | V-ATPase pH: 5.6
COc1nc(-c2ccccc2)ccc1-c1noc(COc2ccccc2)n1 | HTR5A ag ctr: -1.8

Remaining list, next part.
Fields – HTR5A inv ag, HTR5A ag ctr, OPRM1-OPRD1 ag, Cardiac RTF inh, V-ATPase pH, cardiac RTF act, LANA DNA inh, OPRM1-OPRD1 inv, Keap1-Nrf2 PPI, CAL PDZ FP
> CC1(C)CC(n2c(NCCO)nc3c(c2=O)C2(CCCC2)Cc2ccccc2-3)CCO1 (stereo not drawn)
    -59.8, 22.8*, 4.1, -6.0, -0.3, 4.6, 0.6, -25.9, 1.4, -2.0
> O=C(C1=C(O)C(=O)N(CCN2CCOCC2)C1c1ccccc1)c1cccs1 (stereo not drawn)
    9.6, -1.9, -2.5, 0.8, 1.2, -3.8, 0.1, 15.5, -1.6, 31.5*
> O=C(Nc1c2c(nn1-c1cccc(Cl)c1)CS(=O)(=O)C2)c1ccc2c(c1)OCO2
    6.8, 0.1, -2.8, -3.0, -1.6, -0.9, -1.2, 14.7, 2.7, 2.0
> COC(=O)c1ccc(-n2cncn2)c([N+](=O)[O-])c1
    14.7, -5.6, 0.3, -1.5, -9.3, 3.7, 0.0, -1.9, -3.8, -0.9
> CC(C)NS(=O)(=O)c1ccc(CCC(=O)NCc2ccccn2)cc1
    -12.7, 3.3, -1.9, -2.9, 1.5, 5.2, 5.7, 9.5, 0.7, -7.2
> O=S(=O)(CCc1nnc(-c2ccccc2)o1)c1ccc2ccccc2c1
    28.9, -10.3, -0.3, -19.2, -1.7, 0.1, -0.1, 1.9, 0.1, -4.4
> Cc1occc1C(=O)Nc1sccc1C(N)=O
    -9.9, 1.9, -0.7, -3.8, -3.2, -5.2, 2.6, 3.8, -3.5, 9.7
> COc1ccc(S(=O)(=O)N2CCCCCC2)cc1C(=O)N1CCCCC1
    1.5, -0.6, 0.4, 3.0, -1.8, 2.3, -0.7, -1.9, -7.7, -2.0
> C=CCN1CCN(C(=O)c2c(-c3ccccc3)noc2C)CC1
    -0.5, -1.1, -0.8, -4.6, 3.9, -2.9, -1.3, 5.3, -5.3, -1.3
> C=CCc1cccc(CNn2cnnc2)c1O
    -20.8, 12.3, -0.4, -3.2, 1.8, -2.2, -0.5, 2.2, -3.2, -2.2
> c1coc(CNCCCN2CCOCC2)c1
    -23.3, 1.3, 2.2, -6.3, -6.2, 6.5, 0.0, -12.3, -0.5, -0.8
> CC(C)=CCC/C(C)=C/C=N/NC(=O)c1ccccc1[N+](=O)[O-]
    -11.5, 0.8, 2.8, -6.1, -0.5, -1.3, 0.8, -14.4, -3.0, /
> COc1cccc2c(=O)c(C/C=C(/C)Cl)c(C)[nH]c12
    3.7, 2.4, -0.6, -2.4, 0.3, 1.3, 1.3, 3.8, -0.3, 1.3
> O=C(c1nc2ccccc2s1)N1CCSCC1
    -7.2, 1.2, 0.4, -10.4, 5.5, -0.1, -0.1, -2.6, 1.8, -3.5
> COC(=O)C1=CN(C(C)C)C=C(C(=O)OC)C1c1cccc(OC)c1
    2.7, -2.7, -1.4, -19.5, -3.4, 0.3, 0.1, 7.8, -3.5, -1.6
> CCOC(=O)c1sc(NC(=O)CSc2nnc(Cc3ccccc3)o2)c(C#N)c1C
    -3.0, -1.2, -0.7, -10.5, 5.3, 2.0, 1.0, 3.0, 0.8, -0.5
> COc1cc(/C=N/NC(=O)C(=O)/C=C2\NC3(CCCC3)Cc3ccccc32)ccc1O
    -21.9, -2.1, 0.6, 2.3, 12.9, 3.5, -1.2, -2.8, -0.3, -3.3
> Cc1cc(C)n(CC(=O)N2CCCC(N3CCN(Cc4ccc5c(c4)OCO5)CC3)C2)n1 (stereo not drawn)
    -15.7, 1.3, -4.4, -8.8, -0.7, 0.0, 2.1, 24.5, 2.3, 1.3
> O=C(COC(=O)C1CCC1)NCc1ccccc1
    15.1, 2.6, -2.4, 3.3, 0.2, 16.3, -0.1, 15.8, -4.6, -2.7
> CC1(C(=O)Nc2cccc(S(=O)(=O)N3CCOCC3)c2)Cc2ccccc2C(=O)O1 (stereo not drawn)
    6.5, -2.4, -1.2, -7.9, 3.5, 2.2, -0.4, 5.5, 0.6, -2.8
> Cc1c(C(=O)N(C)C(C)c2ccncn2)oc2c(F)cccc12 (stereo not drawn)
    -2.7, 4.1, -0.8, -6.2, -1.6, 3.0, 1.5, 4.1, 4.7, -0.4
> COc1cc(C)c(S(=O)(=O)NCc2cccnc2)cc1C
    2.6, -0.7, -2.6, -1.4, 2.1, 2.2, -2.0, 12.0, 0.4, 0.3
> O=C(CSc1nnnn1C1CCCC1)c1ccc2c(c1)OCCO2
    1.0, 0.4, -1.2, 4.8, -0.2, 6.0, 2.2, 6.8, -1.8, -3.6
> COc1ccc(C(=O)NC(=S)NCc2cccnc2)cc1OC
    8.4, 0.1, 0.2, 7.2, -1.1, -1.8, -1.4, -1.0, -6.6, 26.9
> COc1ccc(N2CC(NC(=O)Nc3ccccc3)CC2=O)cc1 (stereo not drawn)
    -2.0, 0.5, -1.6, 2.7, -3.8, -2.8, -0.1, 8.4, 2.3, -5.4
> COc1ccc(CCNc2ccc(S(=O)(=O)N3CCN(C)CC3)cc2[N+](=O)[O-])cc1
    21.2, -8.7, -3.1, -7.2, -2.2, -11.3, -0.2, 16.3, -0.7, -5.7
> NNC(=O)c1ccc(COc2ccc(Br)cc2)o1
    -5.0, 1.4, 0.7, -1.1, 2.8, -2.7, -1.8, -3.2, -6.2, -4.6
> CC(C)c1nnc(NC(=O)C2CCCN2C(=O)Nc2ccccc2[N+](=O)[O-])s1 (stereo not drawn)
    1.8, -0.6, -0.7, -12.0, 1.1, 3.1, 1.2, 3.7, -6.7, 11.8
> CC1=C(C(=O)NCCc2ccc(C)cc2)C2(CCC(C)CC2)OC1=O (stereo not drawn)
    11.9, 5.6, 1.1, 1.9, 1.8, -1.0, -2.2, -6.4, -4.2, -3.2
> O=C1CC(C(=O)N2CCCc3ccccc32)CN1c1ccc(Cl)cc1 (stereo not drawn)
    -19.9, 2.0, 0.7, -0.2, 0.5, -1.3, -2.0, -5.9, -4.0, /
> Cc1ccc(NC(=O)C2CCN(S(=O)(=O)c3ccc4c(c3)OCCO4)CC2)nc1
    12.8, 4.7, -1.5, 7.0, -3.9, -1.4, 1.0, 7.5, 2.9, /
> N#Cc1ccc(CN2CCN(CC(=O)Nc3ccccc3C(=O)NC3CC3)CC2)cc1
    10.5, -4.3, -1.1, -5.3, 2.4, -0.9, -2.2, 4.5, 3.3, -2.6
> O=C1c2ccccc2S(=O)(=O)N1CCOc1ccc(F)cc1
    17.8, -1.2, -2.7, 0.0, 0.7, -7.1, 3.0, 13.8, 1.7, /
> COc1ccc(N(CC(=O)NCCc2ccc(S(N)(=O)=O)cc2)S(=O)(=O)c2c(C)noc2C)cc1
    4.5, 0.6, -2.3, 5.3, 5.5, 3.9, -0.9, 11.3, -1.6, -2.7
> CC1(C)Cc2sc3c(=O)[nH]c(=S)[nH]c3c2CO1
    -18.1, -2.4, -0.5, -8.4, 7.0, 2.1, -1.4, 2.4, 1.2, 16.9
> Cc1cc2ccccc2n1CCNC(=O)c1ccc(Br)o1
    -13.3, -0.1, -1.2, -12.4, -0.3, 4.4, 4.6, 7.1, -1.9, -5.1

Exported with tabs: two of the compounds above.
smiles	HTR5A inv ag	HTR5A ag ctr	OPRM1-OPRD1 ag	Cardiac RTF inh	V-ATPase pH	cardiac RTF act	LANA DNA inh	OPRM1-OPRD1 inv	Keap1-Nrf2 PPI	CAL PDZ FP
CC(C)c1nnc(NC(=O)C2CCCN2C(=O)Nc2ccccc2[N+](=O)[O-])s1 (stereo not drawn)	1.8	-0.6	-0.7	-12.0	1.1	3.1	1.2	3.7	-6.7	11.8
COc1ccc(C(=O)NC(=S)NCc2cccnc2)cc1OC	8.4	0.1	0.2	7.2	-1.1	-1.8	-1.4	-1.0	-6.6	26.9
